Source: PubChem BioAssay (National Center for Advancing Translational Sciences (NCATS))
Pf growth 96h – inhibits malaria parasite growth, 96 h. AID 504834. P. falciparum luciferase reporter growth, 96 h. Potency, µM (highest dose often 28.7 µM), inactives show at the top dose activity change, negative = inhibition, usual class: inhibitors. hit rate 6.9% among 320,000; note: potency is the fitted concentration of half-maximal effect; % is set by controls: 0 for no effect and ±100 for the full control effect
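Erythrocytes infected with luciferase-expressing P. falciparum were dispensed at 2% hematocrit and 0.05% parasitemia (final), then incubated with compounds 96 hours at 37 C in 5% CO2. Luminescence after detection reagent addition reported growth.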
Shiga toxin inh – Shiga toxin inhibition; Vero cells, Shiga toxin protein synthesis inhibition reporter; hit rate 9.2% among 290,000; inhibition, % at 38.7 µM; in the data active = inhibition mostly above about 28%, no sharp cut-off; inactive = mostly below about 43%; note: 0% is about no effect
FBPA Giardia inh – blocks Giardia fructose-bisphosphate aldolase activity. AID 2451. hit rate 0.71% among 290,000. Potency, µM (titrated, usually from 59.6 µM), for the others: at the top dose activity, negative = inhibition, usual class: inhibitors. purified Giardia FBPA; note: potency is the fitted concentration of half-maximal effect; % is set by controls: 0 for no effect and ±100 for the full control effect; nearly all actives have a fitted effect of over 55% in size
Target sequence (A8B2U2 whole entry, looked up): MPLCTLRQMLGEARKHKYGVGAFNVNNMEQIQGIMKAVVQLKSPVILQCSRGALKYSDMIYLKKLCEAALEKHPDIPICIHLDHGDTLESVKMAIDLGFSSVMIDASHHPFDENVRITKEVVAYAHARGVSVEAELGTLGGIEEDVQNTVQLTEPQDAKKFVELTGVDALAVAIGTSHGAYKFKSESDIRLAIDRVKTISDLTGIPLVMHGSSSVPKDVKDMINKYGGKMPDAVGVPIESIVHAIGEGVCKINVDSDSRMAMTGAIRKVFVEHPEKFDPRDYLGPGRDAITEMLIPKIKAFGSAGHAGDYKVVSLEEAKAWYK
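Giardia FBPA (40 nM reagent) was preincubated 10 min at RT with compound (up to 57.5 uM final), then substrate plus GAPDH/TPI/NAD/arsenate coupling system with diaphorase/resazurin was added; resorufin fluorescence (525/598 nm) was read after 20 min.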
HCV inh – HCV inhibition; Potency, µM (titrated, usually from 41.8 µM), for inactives: top-dose activity change, negative = inhibition, hits mostly inhibitors; AID 651820; Huh7.5.1 HCVcc-Cre infection, luciferase reporter, 44 h; hit rate 3.4% among 340,000; note: potency is the fitted concentration of half-maximal effect; % is set by controls: 0 for no effect and ±100 for the full control effect
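Antiviral activity was scored by luciferase reporter output from cells infected with HCVcc-Cre (~0.5 moi) in presence of compound, 44 h infection period, cells seeded 1,000/well 4 h prior.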
CHX counter – counter-screen for Shiga toxin inhibitors: cycloheximide protein synthesis inhibition. hit rate 12% among 300,000. max response, %. cell reporter, cycloheximide protein synthesis inhibition counterscreen; in the data active = max response mostly above about 13%, no sharp cut-off; inactive = mostly below about 14%; note: read at 38.3 µM for the half of the compounds with a filed dose; 0% is about no effect
Pf growth 48h – inhibits P. falciparum growth in the first generation, 48 h; P. falciparum luciferase growth in erythrocytes, 48 h; Potency, µM (titrated, usually from 28.7 µM), inactives show at the highest dose activity change, negative = inhibition, hits mostly inhibitors; hit rate 5.9% among 310,000; AID 504832; note: potency is the fitted concentration of half-maximal effect; % is set by controls: 0 for no effect and ±100 for the full control effect
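Here the parasites carry a stable luciferase gene and grow inside erythrocytes in Albumax-based RPMI medium with compound for one erythrocytic cycle. Activity is scored as loss of luminescent signal.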
* marks the source's active call; other numbers are inactive results; i = inactive; ? = inconclusive; . = not tested or not shown; + = active, no number; & = joins results of further samples; [ ] = remark or other dose. Unless noted, calls come from the whole dose curve; as a rule, active = well fitted curve in the direction sought with a large enough effect; inconclusive = small, poorly fitted or top-dose-only effect, or another doubt; inactive = no such curve, though single readings can be large; an effect the other way counts as inactive or inconclusive.

SMILES	Pf growth 96h	Shiga toxin inh	FBPA Giardia inh	HCV inh	CHX counter	Pf growth 48h
Cc1ccc(C2(CCN)CCOC(C(C)C)C2)cc1 (configuration not stated)	-12%	-6	1%	22%	-5	?
Brc1ccc(NC2=Nc3ccccc3CC2)cc1	-41%	+	.	7%	56*	10%
Cc1cc(-c2nnc(SCC(=O)Nc3nc(-c4ccccc4)cs3)o2)no1	19%	20	-1%	6%	-3	0%
CC(C)CN(C(=O)CSc1nnc2c(Cl)cc(C(F)(F)F)cn12)C1CCS(=O)(=O)C1 (configuration not stated)	-23%	13	10%	-11%&10%	2	?
Fc1ccc(COc2cccc(-c3n[nH]c(=S)o3)c2)cc1	33%[activator]	2	22%	9%	5	12%
COc1ccc([N+](=O)[O-])cc1NCc1ccccc1	3.3µM*	-3	-7%	6.3µM*	20	18%
O=C(Nc1nnc(-c2ccccc2Cl)o1)c1nc2ccccc2s1	33%[activator]	22*	?	14%	14*	24%
Cc1ccc(NC(=O)COC(=O)c2ccc([N+](=O)[O-])o2)cc1S(=O)(=O)N1CCCCC1	-14%	-5	?	20%	-2	-4%
Cc1cn(CCC(=O)Nc2ccc(N3CCOCC3)cc2)c2ccccc12	?	61*	-4%	-4%	66*	8%
C=CCn1c(NC(=O)c2ccc(Br)o2)c(C(=O)OCC)sc1=S	8%	-11	8%	18%	-4	.
COC(=O)C1=C(N)Oc2cc(C)oc(=O)c2C1c1cccnc1 (configuration not stated)	29%	-10	1%	17%	-4	13%
CCCCCN(C(=O)CSc1n[nH]c(-c2ccc(C)cc2)n1)c1c(N)n(CCCC)c(=O)[nH]c1=O	?	.	.	-23%	.	-15%
O=C(CCC(=O)N1CCCC1)Nc1ccc([N+](=O)[O-])cc1	15%	-6	1%	1%	-3	11%
CC(C)CC(=O)NC1(C(F)(F)F)NC(=O)N(c2ccccc2)C1=O (configuration not stated)	17%	5	2%	7%	-2	8%
O=C(Nc1ccc(CSc2ccccc2)cc1)c1ccc(CN2CCOCC2)cc1	-23%	7	2%	3.2µM*	-2	?
CN(C)c1nc2ccc(OCCN3CCCCC3)cc2s1	47%[activator]	57	1%	10%	42*	67%[activator]
CCCn1c(=O)c(C(=O)NCc2ccccc2Cl)c(O)c2ccccc21	30%[activator]	.	3%	13µM*	-2	-24%
CCOC(=O)c1c(-n2cnnn2)sc(C)c1C	?	-4	0%	-7%	-4	31%[activator]
COc1ccc(S(=O)(=O)N(C)CC(=O)NCc2cccnc2)cc1OC	.	20	-2%	-12%	-4	-3%
Cc1nn(Cc2ccc(Cl)cc2)c(C)c1NC(=O)CSc1n[nH]c(C)c1[N+](=O)[O-]	13µM*	-14	2%	-26%	1	-12%
Cc1ccc(OC(C)C(=O)Nc2ccc(C)c(S(=O)(=O)Nc3ccc(C)cc3C)c2)cc1 (configuration not stated)	?	-10	-8%	?	-2	-20%
COc1ccc2cc(C3OCCO3)c(Cl)nc2c1	18%	128*	0%	32%[activator]	60*	184%[activator]
O=C(Cn1cc(C(F)(F)F)cc(Cl)c1=O)Nc1cc(S(=O)(=O)N2CCOCC2)ccc1Cl	-14%	-1	-1%	3%	-3	-9%
C/C=C/c1ccc(OCC(=O)OCC(=O)NC2CC2)c(OC)c1	-1%	-7	6%	36%[activator]	-6	22%
CC(C)c1ccc(C(=O)N/N=C/c2cccc(Cl)c2Cl)cc1	0%	11	-3%	10%	3	48%[activator]
SMILES	Pf growth 96h	Shiga toxin inh	FBPA Giardia inh	HCV inh	CHX counter	Pf growth 48h
O=C(COC(=O)c1ccccn1)NC12CC3CC(CC(C3)C1)C2	.	-4	4%	2%	-1	5%
Cc1cccc(NC2=NC(C)(C)N=C(N)N2)c1C	?	-5	-10%	-3%	-5	11%
CCCCOc1ccc(C(=O)NCC(=O)N2CC=C(c3ccccc3)CC2)cc1	7%	.	.	8%	.	4%
COc1ccc(Nc2nc(N)nc(CSc3nccn3C)n2)cc1	-18%	73*	-3%	0%	36*	0%
CCOC(=O)C1CCN(C(=O)C(CCSC)NC(=O)c2ccccc2OC)CC1 (configuration not stated)	-53%	.	.	5%	.	?
CCOC(=O)[C@@H]1[C@H]2COc3cc(OC)ccc3[C@H]2N2C(=O)N(c3ccc(F)cc3)C(=O)[C@]12C	?	-5	1%	?	0	?
CC1CCc2sc(C(=O)NNS(=O)(=O)c3ccc(F)c(F)c3F)cc2C1 (configuration not stated)	21%	.	.	-7%	.	5%
O=C(N/N=C/c1ccc([N+](=O)[O-])o1)c1ccc2c(c1)OCO2	?	9	-8%	?	9	?
Clc1cccc(CSc2nnc(-c3sccc3-n3cccc3)o2)c1	1%	20	-6%	?	1	4%
COc1ccc(N2CCN(C3CCCCC3NS(=O)(=O)c3ccc(Cl)cc3)CC2)cc1 (configuration not stated)	5%	-4	.	?	15	?
CC1CCN(C(=O)c2ccc(NS(=O)(=O)c3ccccc3)cc2)CC1	14%	14	2%	18%	13	5%
O=C(Nc1ccc(S(=O)(=O)NCCc2ccccc2)cc1)c1ccco1	.	18	11%	-15%	10	4%
C/C=C\C(=O)Nc1cccc(C2=NOC3(C2)C[C@@H](C(N)=O)N(C(=O)CC(c2ccccc2)c2ccccc2)C3)c1 (some centres not stated)	13µM*	-8	-9%	?	-3	10µM*
NC(=O)c1ccc(NC(=S)NCc2ccco2)cc1	12µM*	39	1%	19%	11*	21%
COc1ccc(/C=N/n2cc(-c3ccccc3)nc2N)cc1	10µM*	43*	2%	-22%	28*	?
Cc1ccccc1OCC(=O)NCC(c1ccco1)N1CCCCC1 (configuration not stated)	?	-6	3%	?	-3	22%
COc1cc(/C=N/Nc2nc3ccccc3s2)cc([N+](=O)[O-])c1O	-1%	56*	-14%	-1%	19*	-1%
Cc1ccc(NC(=O)C(=O)NCCN2CCN(S(C)(=O)=O)CC2)cc1	-1%	15	1%	-1%	-6	4%
COc1ccc2[nH]cc(C(O)CN3CCN(c4ccccc4F)CC3)c2c1 (configuration not stated)	-25%	-9	0%	?	6	-27%
N#CCC(=O)N/N=C/c1ccc(OCc2ccccc2)cc1	105%[activator]	13	2%	1%	7	81%[activator]
CCN(C(=O)C1CCCN1S(=O)(=O)c1ccc2c(c1)n(C)c(=O)c(=O)n2C)c1ccccc1 (configuration not stated)	?	-1	-7%	9%	-4	9%
Cc1ccc(-c2onc3ccc(C=O)cc23)cc1	194%[activator]	99*	-3%	29%	59*	.
Cc1ccc(N=Nc2c(C)[nH]n(C(N)=S)c2=O)cc1C	-23%	158*	10%	31%[activator]	26*	?
COc1ccc(C(=O)Nc2ccc(-c3ccc(NC(=O)c4ccc(OC)cc4)c(OC)c3)cc2OC)cc1	31%[activator]	-10	3%	?	2	-5%
COc1ccc(NC(=O)Cn2cccc2)c(OC)c1	31%[activator]	-10	2%	-8%	-1	2%

Structures from the list above that have a CF3 group (3):
SMILES	Pf growth 96h	Shiga toxin inh	FBPA Giardia inh	HCV inh	CHX counter	Pf growth 48h
CC(C)CN(C(=O)CSc1nnc2c(Cl)cc(C(F)(F)F)cn12)C1CCS(=O)(=O)C1 (configuration not stated)	-23%	13	10%	-11%&10%	2	?
CC(C)CC(=O)NC1(C(F)(F)F)NC(=O)N(c2ccccc2)C1=O (configuration not stated)	17%	5	2%	7%	-2	8%
O=C(Cn1cc(C(F)(F)F)cc(Cl)c1=O)Nc1cc(S(=O)(=O)N2CCOCC2)ccc1Cl	-14%	-1	-1%	3%	-3	-9%

More results
SMILES	Pf growth 96h	Shiga toxin inh	FBPA Giardia inh	HCV inh	CHX counter	Pf growth 48h
COc1ccc([C@]23Cc4ccccc4C(O2)C2=C(CCCC2=O)O3)cc1	1.5µM*	i	-12%[12.9 µM]	.	1	?
COc1ccc(C(=O)N2CCN(c3ccc(NC(=O)Cc4ccccc4)cc3)CC2)cc1	24%	-4	.	4%	9	-22%
COC(=O)c1ccc(NC(=O)CN(c2ccc(OC)cc2)S(C)(=O)=O)cc1	3%	63*	0%	-3%	53*	48%[activator]
Fc1ccc(F)c(C2=NNC(=Nc3ccccc3F)SC2)c1	?	150*	-2%	?	130*	?
CCOc1ccc(NC(=O)C2CC(=O)N(C(C)C)C2)cc1 (configuration not stated)	66%[activator]	8	-1%	3%	-3	7%
N#Cc1c(N2CCOCC2)nc(N2CCCCC2)c2c1CCN(C1CCCCC1)C2	1.5µM*	-5	-3%	-19%	-5	.
O=C(CCC1CCCC1)Nc1cccc(Cc2ccncc2)c1	7%	-4	-2%	6%	3	-30%
Cc1nc(Nc2ccc(F)cc2)[nH]c(=O)c1CCC(C)C	.	0	-4%	4%	6	5.9µM*
O=[N+]([O-])c1ccc(Cl)c(S(=O)(=O)Nc2ccc(-c3ccc(N4CCCC4)nn3)cc2)c1	?	.	.	9%	.	?
COc1ccc([C@@H]2[C@@H]3C(=O)N(C(C)(C)C)C(=O)[C@@H]3[C@]3(C)C(=O)N(c4cccc(Cl)c4)C(=O)N23)cc1	-24%	.	.	5%	.	?
CCOC(=O)c1c(NC(=O)COc2ncnc3ccccc23)sc(C)c1C	?	-11	2%	?	-5	-21%
Cc1ccc(S(=O)(=O)N2CCc3ccccc3C2)cc1	?	8	24%	-12%	9	?
CC(C)(C)c1ccc(S(=O)(=O)N2CCN(CC(=O)N3CC(=O)Nc4ccccc43)CC2)cc1	?	.	.	-6%	.	12µM*

Rewritten bar-delimited: part of the list above
canonical_smiles | Pf growth 96h | Shiga toxin inh | FBPA Giardia inh | HCV inh | CHX counter | Pf growth 48h
Fc1ccc(F)c(C2=NNC(=Nc3ccccc3F)SC2)c1 | ? | 150* | -2% | ? | 130* | ?
CCOc1ccc(NC(=O)C2CC(=O)N(C(C)C)C2)cc1 (configuration not stated) | 66%[activator] | 8 | -1% | 3% | -3 | 7%
N#Cc1c(N2CCOCC2)nc(N2CCCCC2)c2c1CCN(C1CCCCC1)C2 | 1.5µM* | -5 | -3% | -19% | -5 | .
O=C(CCC1CCCC1)Nc1cccc(Cc2ccncc2)c1 | 7% | -4 | -2% | 6% | 3 | -30%
